HUVEC prolif 384 – blocks proliferation of human endothelial cells; HUVEC proliferation, CellTiter-Glo luminescence, 72 h; hits give low values; viability, % at 10 µM (by protocol); 86,000 tested, 1.1% active;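 active = viability at or below 30%; inactive = viability above 30%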;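 also: 100% = median luminescence of DMSO-only cell control wells on each plate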
Smad3 FoxH1 inh – blocks human Smad3 binding to FoxH1 peptide; TR-FRET Smad3/Dy647-FoxH1 peptide binding, europium anti-His; P84022; 88,000 tested, 0.29% active; inhibition, % at 25 µM;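 active = compounds that reduce the energy-transfer binding signal between the protein and its labelled peptide by more than half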;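 also: 0% = Smad3 plus labelled peptide maximal FRET and 100% = peptide-only background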
Candida biofilm – kills Candida albicans biofilms. C. albicans biofilm + clotrimazole, Alamar Blue. inhibition, % at 6 µM. 85,000 tested, 0.14% active. AID 834;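 active = inhibition above 20%; inactive = inhibition below 20%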;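 also: preformed 24 hr biofilms exposed to compound for 48 hr; 0% = biofilm without compound and 100% = blank killed by clotrimazole plus chlorhexidine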
H69AR growth 86K – growth inhibitors of human H69AR lung tumor cells; H69AR lung tumor viability, ATP luminescence, 72 h; hits give low values; AID 598; 85,000 tested, 6% active; viability, % at 10 µM;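 active = viability at or below 40%; inactive = viability above 40%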;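 also: multidrug resistant small cell line overexpressing MRP-1 efflux transporter; 100% = mean luminescence of untreated control wells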
Lung fibro prol – blocks proliferation of human lung fibroblasts; 85,000 tested, 1.1% active; LL 47 human lung fibroblast viability, ATP luminescence; hits give low values; viability, % at 10 µM; AID 719;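 active = viability at or below 50% in the single dose screen; inactive = viability above 50%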;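 also: compound exposure lasted 72 h before the ATP readout; 100% = median luminescence of untreated cell-only wells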
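Test system: LL 47 human lung fibroblasts / Incubation: 72 h compound exposure at 37 °C after overnight plating / Technique: luminescent ATP detection, CellTiter-Glo / Compound dosing: 0.1% DMSO in all compound wells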
ERa SRC1 inh – ER-alpha (human) coactivator binding inhibition. P03372. 86,000 tested, 1.7% active. AID 629. TR-FRET ER-alpha LBD / SRC-1 peptide, estradiol-bound. inhibition, % at 25.6 µM; in the data active = inhibition above about 50%;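 also: 0% = receptor plus peptide control and 100% = peptide only without receptor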
Target sequence (P03372 whole entry, looked up, the tested form may be a part): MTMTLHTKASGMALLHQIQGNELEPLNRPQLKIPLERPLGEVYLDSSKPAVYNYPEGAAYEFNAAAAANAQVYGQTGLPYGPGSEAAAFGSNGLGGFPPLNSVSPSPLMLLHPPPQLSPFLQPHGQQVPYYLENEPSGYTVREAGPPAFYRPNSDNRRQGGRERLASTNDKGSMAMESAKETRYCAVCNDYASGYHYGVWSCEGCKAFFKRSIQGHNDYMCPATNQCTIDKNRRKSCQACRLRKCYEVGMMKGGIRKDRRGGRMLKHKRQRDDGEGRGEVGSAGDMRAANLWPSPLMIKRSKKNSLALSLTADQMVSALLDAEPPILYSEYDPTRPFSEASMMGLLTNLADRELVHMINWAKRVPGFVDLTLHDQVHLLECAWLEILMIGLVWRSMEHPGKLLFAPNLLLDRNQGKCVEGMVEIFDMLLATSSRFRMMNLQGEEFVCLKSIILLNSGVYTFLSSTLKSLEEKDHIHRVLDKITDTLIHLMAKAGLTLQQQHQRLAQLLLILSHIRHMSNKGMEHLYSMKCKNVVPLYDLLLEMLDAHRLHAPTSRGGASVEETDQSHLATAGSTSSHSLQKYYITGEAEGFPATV
sEH act – activators of human soluble epoxide hydrolase; purified human sEH enzymatic activity, activator screen; AID 717; 91,000 tested, 0.04% active; P34913; activation, % at 2 µM; in the data active = activation above about 37%; also: values of inactives mirror those of a sister screen read the other way
ERa SRC1 pot – ER-alpha (human) coactivator binding potentiation | P03372 | TR-FRET ERalpha-LBD/SRC-Cy5 coactivator binding, 2 h; 100 = basal binding, no effect | coactivator binding (% of control), % at 25.6 µM | 86,000 tested, 1.3% active | AID 639; in the data active = activity above about 200%;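 also: binding measured in presence of low estradiol as agonist stimulus; 0% = peptide alone without receptor and 100% = receptor with peptide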
ERb coact inh – blocks coactivator binding to human estrogen receptor beta. Q92731. TR-FRET ER-beta LBD / SRC1-Cy5 peptide binding; receptor agonist-loaded with 1 µM estradiol. inhibition, % at 25.6 µM. 86,000 tested, 1.3% active;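 active = compounds whose percent inhibition of the receptor-coactivator binding signal exceeds about 50% in the single-dose screen, limit read from the data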;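 also: 0% = receptor plus peptide wells without compound and 100% = peptide-only wells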
Target sequence (Q92731 whole entry, looked up, the tested form may be a part): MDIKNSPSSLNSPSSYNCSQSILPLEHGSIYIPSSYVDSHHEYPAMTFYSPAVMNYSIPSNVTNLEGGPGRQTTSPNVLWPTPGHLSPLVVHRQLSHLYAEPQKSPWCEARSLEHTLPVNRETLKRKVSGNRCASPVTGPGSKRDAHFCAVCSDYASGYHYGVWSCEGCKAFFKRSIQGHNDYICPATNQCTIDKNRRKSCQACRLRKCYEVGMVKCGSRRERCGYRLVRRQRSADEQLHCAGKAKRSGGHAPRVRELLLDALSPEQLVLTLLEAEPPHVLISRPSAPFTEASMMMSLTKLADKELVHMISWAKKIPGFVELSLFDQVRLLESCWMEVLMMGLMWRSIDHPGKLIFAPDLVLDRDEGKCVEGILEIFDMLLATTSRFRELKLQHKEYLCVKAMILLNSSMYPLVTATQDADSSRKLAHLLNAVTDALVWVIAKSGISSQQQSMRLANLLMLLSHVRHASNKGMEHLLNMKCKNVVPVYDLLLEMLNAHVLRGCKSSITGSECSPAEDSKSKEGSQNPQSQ
* = called active by the depositor; . = not tested or not shown; [ ] = dose if it differs, or a comment.

No.	Molecule	ERb coact inh	HUVEC prolif 384	Lung fibro prol	ERa SRC1 pot	Candida biofilm	ERa SRC1 inh	sEH act	H69AR growth 86K	Smad3 FoxH1 inh
1	Cc1ccc(-c2ccc(C3C(C#N)=C(N)Oc4n[nH]c(C)c43)o2)cc1 (stereo not drawn)	-1[fluorescence artefact?]	70	80	91[fluorescence artefact?]	0	-11[fluorescence artefact?]	13	90	-25
2	COC(=O)c1ccccc1NC(=O)COC(=O)c1ccc(C)c(NC(=O)c2ccco2)c1	14	78	93	75	8	13	-2	61	-6
3	CCNc1cc(=O)n(C)c(=O)n1C	-11	104	97	132[fluorescence artefact?]	9	-4	15	97	5
4	Cc1ccc(C(=O)CSc2nnc(COc3cccc(C)c3)o2)cc1	-5	100	89	142	1	-3[fluorescence artefact?]	8	94	-2
5	COc1ccc2[nH]c(=O)c(-c3noc(-c4ccccc4)n3)cc2c1	61*[fluorescence artefact?]	83	106	188	-3	69*[fluorescence artefact?]	.	75	11
6	CC1(C)CC2CC(C)(CN2C(=O)COC(=O)Cn2[nH]c(=O)c3ccccc3c2=O)C1 (stereo not drawn)	-3	103	98	102	.	-2	-18	90	1
7	N#Cc1nc(Cc2ccccc2)oc1N1CCC(C(N)=O)CC1	-3[fluorescence artefact?]	94	103	114[fluorescence artefact?]	1	4[fluorescence artefact?]	3	94	1
8	O=C(C1CCN(S(=O)(=O)c2cccc3cccnc23)CC1)N1CC=C(c2ccccc2)CC1	-1	70	87	62	2	0	6	53	12
9	CCC(C)(C)NC(=O)c1cc(C(=O)OC)cc([N+](=O)[O-])c1	-20	97	95	103	-6	-6	32	96	5
10	CCN(CC)C(=O)CSc1nc2c(sc(=S)n2Cc2ccco2)c(=O)n1-c1ccccc1	-7[fluorescence artefact?]	73	92	76	-5	1	18	49	6
11	CCc1cc2c(SCC(=O)c3ccccc3)ncnc2s1	12[fluorescence artefact?]	105	97	108	-5	4[fluorescence artefact?]	6	93	-6
12	Cc1c(C(=O)NCc2ccccc2)oc2ccc(S(=O)(=O)N3CCCC3)cc12	-2	60	89	113	11	2	8	56	9
13	CC(NC(=O)NC1CCCCC1)C(c1cccs1)N1CCN(C)CC1 (stereo not drawn)	-8	108	105	125	-4	-9	.	104	1
14	O=C(COc1ccc2ccccc2c1)Nc1cccc2cccnc12	7	89	115	129	-3	-1	7	114	-3
15	c1ccc2[nH]c(CSc3ncnc4c3oc3ccccc34)nc2c1	-9[fluorescence artefact?]	88	90	139	6	-2	-12	58	-1[fluorescence artefact?]
16	Cn1nc(C(F)(F)F)c2cc(NC(=O)OCC(C)(C)C)sc21	-2	114	107	111	15	14	-27	91	5
17	O=C(NCC(F)(F)F)Nc1ncccn1	-4	107	109	104	2	-2	.	89	-6
18	CC(=O)Nc1nnc(CCN2CCCCC2)s1	-7[fluorescence artefact?]	95	102	106	6	-5	10	98	-3
19	Cn1nnnc1SCC(=O)NC(C)(C)C	0[fluorescence artefact?]	101	120	128	7	0	-10	93	3
20	COc1ccc(Nc2nc(NCCO)nc(OC)n2)cc1	-8	86	91	101	5	-2	-3	105	1
21	CS(=O)(=O)N(CC(N)=O)Cc1ccc(Cl)cc1	-12	104	104	112	2	-8	0	97	-1
22	COC(=O)c1c(C)[nH]c(C(=O)CN2CCOCC2)c1C	4	95	98	109	3	-1	-4	94	12
23	CCC1(C)COC2(OC1)C(=O)Nc1ccccc12 (stereo not drawn)	-4	99	103	89	-3	0	.	88	-11
24	Cc1nn(C)c(C)c1NC(=O)CSc1nc(Cc2ccccc2)nc2c1cnn2-c1ccccc1	56*[fluorescence artefact?]	87	87	141[fluorescence artefact?]	2	82*[fluorescence artefact?]	-7	5.3*	2
25	O=C(CSc1nnnn1C1CCCCC1)N1CCCC1	-1[fluorescence artefact?]	102	100	121	0	2	3	101	6
26	COc1ccc(-c2[nH]ncc2-c2cnc(C)s2)c(O)c1	-5	86	96	123	3	-11	.	101	-1
27	Cc1ccc(S(=O)(=O)N2CCCC(C(=O)NCCCN3CCCCC3C)C2)cc1 (stereo not drawn)	-11	90	91	135	0	-9	-5	96	7
28	CCc1c(C)sc(NC(=O)c2cnn3cccnc23)c1C#N	32	92	96	262*[fluorescence artefact?]	-4	36	-6	81	5
29	CC(C)CNC(=O)c1nc(-c2ccccc2)n(-c2ccccc2)n1	4	96	104	85	6	-4	.	80	-2
30	O=C(NCc1cccs1)Nc1ccc(Cl)cc1	-1	98	93	82	7	-5	-29	86	7[fluorescence artefact?]
31	N#Cc1nn(-c2ccccc2)nc1N1CCCCC1	4	92	88	111	6	-12	.	91	14[fluorescence artefact?]
32	O=C(NCCN1CCCCCC1)c1ccc(CS(=O)(=O)c2ccc(Br)cc2)o1	50[fluorescence artefact?]	100	98	66[fluorescence artefact?]	4	81*[fluorescence artefact?]	-9	92	15
33	O=C(Cn1nc(-c2ccc(Cl)cc2)c2ccccc2c1=O)NCC1CCCO1 (stereo not drawn)	-5	89	105	85	7	-6	3	92	-8
34	COc1ccc2c(C(=O)CN3CC(C)OC(C)C3)c[nH]c2c1 (stereo not drawn)	-6[fluorescence artefact?]	90	95	119[fluorescence artefact?]	4	6[fluorescence artefact?]	25	92	5
35	CC(C)CC1(C)NC(=O)N(CC(=O)NC(=O)Nc2ccc3c(c2)OCCO3)C1=O (stereo not drawn)	-8	89	110	120	1	-9	-7	87	-3
36	O=C(O)C1C2C=CC(O2)C1C(=O)NCc1ccccc1Br (stereo not drawn)	-31	83	107	93	0	-1	2	93	4[fluorescence artefact?]
37	COc1cccc(N2CC(C(=O)NC3CCCCC3)CC2=O)c1 (stereo not drawn)	4	103	104	131	1	-2	.	98	6
38	CCCCCCCSc1nsc(N)n1	18	85	93	74	9	0	6	87	3
39	CCOC(=O)c1cccc(NC(=O)CSc2nnnn2C)c1	-7	96	99	98[fluorescence artefact?]	5	0	-7	93	1
40	CCCC1CC(C)(C(=O)Cn2[nH]c(=O)ccc2=O)OC1=O (stereo not drawn)	-8	98	95	99	6	-7	-2	81	4
41	COc1ccc(OC)c(S(=O)(=O)NCc2cn3cccc(C)c3n2)c1	-23	91	95	117	3	-22	2	92	6
42	C=CCNC(=O)c1ccc(N(C)S(=O)(=O)c2ccc(OC)cc2)cc1	-1	104	103	94	9	-5	-3	53	-10
43	O=C(Oc1cccc2c(OC(=O)N3CCCC3)cccc12)N1CCCC1	-21	95	97	116	7	-9	-7	96	6
44	Cc1ccc(C(C(=O)NC2CCCC2)N2CCCC(C)C2)cc1 (stereo not drawn)	0	118	95	105	10	1	-3	92	-9
45	CCCn1c(NCc2cc(OC)ccc2OC)nc2ccccc21	-7	80	88	111[fluorescence artefact?]	-3	-7	.	96	2
46	CCOc1ccc(C(=O)Nc2c3c(nn2-c2ccc(F)cc2)CS(=O)C3)cc1 (stereo not drawn)	-7[fluorescence artefact?]	93	97	99	6	5[fluorescence artefact?]	13	78	-4
47	CN1CCN(S(=O)(=O)c2ccc(Cc3ccc(S(=O)(=O)N4CCN(C)CC4)cc3)cc2)CC1	-8	95	94	123	1	-10	-1	84	1
48	CN1C(=O)C(O)(CC(=O)c2ccccc2O)c2cc(Br)ccc21 (stereo not drawn)	2	55	77	126	14	-4	.	20*	-7
49	COc1ccc(CCC(=O)Nc2cc(Cl)ccc2N2CCN(C)CC2)cc1	0	81	89	108	10	3	15	68	6
50	CCOC(=O)N1CCN(C(=O)CSc2nnc(-c3cc(OC)cc(OC)c3)o2)CC1	-1	102	103	125	3	1	-4	72	2
51	O=C(CC(c1ccco1)S(=O)(=O)c1ccccc1)c1ccc(F)cc1 (stereo not drawn)	-4	98	92	111	-6	-14	.	75	1
52	CC(=O)CC(=O)Nc1cccc2c1CCCC2	4	101	94	114	5	-2	3	90	3
53	O=C(O)C1CCCN1c1ncnc2c1oc1ccccc12 (stereo not drawn)	-3	84	87	98	0	7	-1	83	0
54	Cn1c(=O)cc(OCCCC(=O)N2CCN(c3ccccc3)CC2)c2ccccc21	-6	69	92	101	2	6	.	68	10[fluorescence artefact?]
55	Cc1cc2c(c(=O)n1Cc1cccnc1)C(Cc1ccccc1)C(C#N)=C(N)O2 (stereo not drawn)	-1	87	100	117	10	-4	9	86	5
56	Cc1ccc2nc(C)cc(OCC(=O)O)c2c1	-1	81	94	123	7	-8	-5	94	5
57	Nc1nc2sc3c(c2cc1C(=O)N1CCOCC1)CCCC3	4	99	91	99	9	-2	-1	88	8[fluorescence artefact?]
58	CCOC(=O)C1CCCN(C(=O)C2CCN(Cc3nc(-c4ccc(Cl)cc4)oc3C)CC2)C1 (stereo not drawn)	5	87	103	107	.	-1	.	74	-10
59	O=C(CSCc1ccc(F)cc1)Nc1nc2c(s1)CCCC2	2	89	93	98	1	4	-21	90	-4
60	CCSc1ccccc1C(=O)N1CCCC1	0	88	101	110	6	0	-10	98	9

Shown as a hit in ERb coact inh, of those listed so far:
No.	canonical_smiles	ERb coact inh	ERa SRC1 pot	ERa SRC1 inh	sEH act	Smad3 FoxH1 inh
5	COc1ccc2[nH]c(=O)c(-c3noc(-c4ccccc4)n3)cc2c1	61*[fluorescence artefact?]	188	69*[fluorescence artefact?]	.	11
24	Cc1nn(C)c(C)c1NC(=O)CSc1nc(Cc2ccccc2)nc2c1cnn2-c1ccccc1	56*[fluorescence artefact?]	141[fluorescence artefact?]	82*[fluorescence artefact?]	-7	2

Additional results:
No.	Molecule	ERb coact inh	HUVEC prolif 384	Lung fibro prol	ERa SRC1 pot	Candida biofilm	ERa SRC1 inh	sEH act	H69AR growth 86K	Smad3 FoxH1 inh
61	Cn1c(=O)c2c(nc(OCc3cccnc3)n2Cc2ccccc2)n(C)c1=O	5	96	103	99	6	-9	4	75	-10
62	Oc1ccccc1CNCCCNCc1ccccc1O	-3	93	80	91	10	3	14	89	-2
63	Cc1cccc(Nc2nc(N)nc(CN3CCN(c4ccccc4)CC3)n2)c1	0	92	99	117	-2	-5	-4	87	-2
64	Cc1cc(NC(=O)CCCC(=O)OCC(F)(F)C(F)F)cc(C)c1C(=O)O	5	100	97	114	6	-2	-5	.	4
65	COc1ccc(OC)c(NC(=O)N[C@@H](Cc2ccccc2)C(=O)O)c1	-31	103	96	53	5	-33	-10	99	6
66	CNC(=O)c1nnn(-c2ccccc2)c1C(=O)NC	-9	106	97	106[fluorescence artefact?]	6	-14	-3	96	7
67	Cn1nc(-c2ccc(C(=O)N3CCN(Cc4ccccc4)CC3)cc2)c2ccccc2c1=O	-13	111	106	95	11	1	-4	90	18[fluorescence artefact?]
68	O=C(Cc1ccccc1)Nc1ccc(CN2CCOCC2)cc1	-2	101	106	103	.	4	-4	95	2
69	COCCn1c(-c2ccc(OC)cc2)nc2oc3cc(OC)ccc3c(=O)c2c1=O	-16	100	103	89[fluorescence artefact?]	2	14	2	69	3
70	Cc1cc(C)cc(OCC(=O)NC2=NCCS2)c1	-16[fluorescence artefact?]	100	100	95	7	-33	-4	59	8
71	S=c1[nH]nc(-c2cccnc2)n1Cc1ccccc1	-8[fluorescence artefact?]	112	103	135[fluorescence artefact?]	9	-4	24	92	3
72	Cc1nn(CC(C)C)c(=S)[nH]c1=O	-1	93	93	111	0	-5	.	103	-2
73	CC(C)c1nnc(NC(=O)Cc2cccs2)s1	24	102	104	89	10	13	.	96	-4
74	COc1ccc(CNC(=O)C2CCCN2S(=O)(=O)c2ccccc2)cc1 (stereo not drawn)	0	99	94	107	4	16	1	94	4
75	CCOC(=O)C1=C(c2ccccc2)OC(N)=C(C#N)C1C1CCCCC1 (stereo not drawn)	1	97	107	76	1	0	-3	78	3
76	Cn1nccc1C(=O)Nc1ccc(OC(=O)c2ccnn2C)cc1	-3	99	95	102	5	-3	8	91	-2

From PubChem

Only part of the results is shown; the hit share may differ from the screen's.
